# PGC1a acetyl inh: inhibitors of PGC1a acetylation signal, primary screen, cell-based, U2OS, AlphaScreen, inhibitor mode; AlphaScreen anti-acetyl-lysine; with virally co-expressed GCN5 acetyltransferase; inhibition, % at 15.6 µM; 350,000 compounds, 0.17% hits; AID 651687, 2012;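 active = every replicate shows inhibition of at least 40%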;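 note: 0% = neutral control wells and 100% = positive control wells; some results beyond the cut were filed as inactive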
# Casp6 inh: human caspase-6 inhibitors, primary screen, biochemical, VEID-R110 fluorescence, single point, set 2; purified caspase-6, Z-VEID-R110 cleavage fluorescence; 350,000 compounds, 0.53% hits; AID 686996, 2013; inhibition, % at 12.5 µM; P55212;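 active = mean inhibition across replicates at least about 35%, with every replicate also reaching that limit, limit read from the data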;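 note: 0% = median of neutral control wells and 100% = no fluorescence left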
# Target sequence (P55212 24-179 limits assumed): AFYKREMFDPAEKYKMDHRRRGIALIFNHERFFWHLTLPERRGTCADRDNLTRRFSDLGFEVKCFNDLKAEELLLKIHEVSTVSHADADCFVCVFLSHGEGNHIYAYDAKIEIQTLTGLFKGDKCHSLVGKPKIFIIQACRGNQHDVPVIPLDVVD
# Target sequence (P55212 194-293 limits assumed): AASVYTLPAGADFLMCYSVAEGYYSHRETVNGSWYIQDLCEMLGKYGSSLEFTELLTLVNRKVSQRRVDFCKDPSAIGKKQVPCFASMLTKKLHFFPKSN
# EWS-Fli block: EWS/Fli-driven NR0B1 reporter inhibitors, primary screen, A673 cells, NR0B1 luciferase, luminescence, MLPCN library; viability-normalised; inhibition, % at 12.6 µM; 350,000 compounds, 0.67% hits; AID 651661, 2012;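 active = mean inhibition of at least 50% after viability correction, with every replicate also passing that limit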;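 note: firefly luciferase signal divided by Alamar Blue viability fluorescence both relative to DMSO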
# PAX8 inh HTS: inhibitors of PAX8-driven TPO luciferase reporter, primary screen, RMG-I cells, single concentration. SteadyGlo, 24 h. inhibition, % at 12.6 µM. 360,000 compounds, 1.2% hits;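 active = mean replicate inhibition at least 60% with every replicate also reaching 60%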;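 note: luciferase light reporting Pax8 driven TPO promoter activity; plate controls were median of neutral control wells for no effect and mitoxantrone controls for full effect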
# LGR2 antag: inhibitors of bursicon-induced LGR2 CRE-luciferase signal, primary screen, cell-based, HEK293, CRE-luciferase reporter, bursicon stimulation. Drosophila bursicon receptor LGR2 (rickets). bursicon-stimulated, 4 h. inhibition, % at 9.99 µM. 380,000 compounds, 0.35% hits;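 active = drop in luminescence signal, shown as inhibition above about 50% in the replicate tests, limit read from the data, passing the limit was not always enough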;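 note: agonist challenge used bursicon conditioned medium at about half maximal strength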
# miR122 inh: miR-122 Renilla sensor signal increase in Huh7, primary screen, miR-122 inhibitor project, cell-based, single point, plate reader; Huh7 miR-122 Renilla luciferase sensor, 48 h; neutral wells = 0, positive control = 100; 340,000 compounds, 0.3% hits; activation (reporter increase), % at 12.5 µM;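 active = mean replicate activation score at least 90 and every replicate individually at or above 90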;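 note: higher luciferase means less miR-122 activity so hits act as miR-122 inhibitors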
# Cneo AK release: Cryptococcus neoformans cell lysis inducers, primary screen, AK release luminescence, single concentration; C. neoformans lysis, adenylate kinase release luminescence, 4 h; normalised: neutral wells 0, clomiphene wells 100; lysis activity, % at 15 µM; 360,000 compounds, 0.2% hits;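 active = mean lysis activity across replicates of at least 80%, whatever share of replicates individually reach that level; inactive = mean lysis activity below 80%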
#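 Test system: log-phase Cryptococcus neoformans yeast cells; Quantity: yeast cell density of 5 × 10^6 cells/mL; Buffer or medium: YPD; Doses: single compound concentration per well; Timing: 4 h at 37 °C static, read 1 h later; Measured by: AK luminescence; Read-out basis: lysis from increased AK signal; Control set: Clomiphene as positive control.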
# FN deposition inh: inhibitors of fibronectin matrix deposition, primary screen, AH1F cells, Alexa488-fibronectin fluorescence, plate reader | AH1F fibroblasts, overnight | inhibition, % at 12.6 µM | 350,000 compounds, 0.086% hits | AID 743247, 2014;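 active = mean inhibition across replicates of 30% or more, regardless of how many single replicates reach that level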;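 note: positive control wells lacked labelled fibronectin entirely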
#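 Assay system: AH1F fibroblasts / Quantity: 10000 cells per well / Medium: DMEM plus 2% serum, read in PBS / Reagent: labelled fibronectin 24 nM / Dosing: single dose, pinned / Times: 1 h cell attachment, overnight exposure to compound and label / Signal: fluorescence, ex 485 nm, em 525 nm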
# The depositor's hits bear a star; . = no result given; [ ] = remark or other dose.
mol	PGC1a acetyl inh	Casp6 inh	EWS-Fli block	PAX8 inh HTS	LGR2 antag	miR122 inh	Cneo AK release	FN deposition inh
Cc1ccc(C2=Nc3ccccc3NC(C)(c3ccc(C)o3)C2)o1 (configuration not stated)	0.0	.	.	.	-61.8	7.8	-5.8	.
Cc1cc2nc3n(c2cc1C)CC1CC(C(=O)NCc2cccc(C(F)(F)F)c2)N(C)C31 (configuration not stated)	-4.6	-4.2	-4.0	8.4	0.4	4.7	3.9	-3.9
CCN(C(=O)COC(=O)c1cc(OC)ccc1Br)C1CCS(=O)(=O)C1 (configuration not stated)	9.3	0.9	-4.9	-17.7	11.5	.	-11.9	1.1
Cc1ccc(-c2n[nH]c3c2C(c2cccc(O)c2)N(c2ccc(C(=O)O)cc2)C3=O)cc1 (configuration not stated)	.	1.3	-17.8	12.8	7.0	.	.	10.6
O=C(COC(=O)c1ccc(Br)c(S(=O)(=O)N2CCOCC2)c1)NCCc1ccccc1	.	0.5	-0.6	5.2	-7.6	-4.2	0.7	-2.0
O=C(CCc1ccccc1)NNC(=O)Cc1ccccc1	1.9	-3.1	3.8	8.7	13.1	2.4	.	-26.7
C[C@@H]1CN([C@@H](C)CO)C(=O)c2cccc(NC(=O)Nc3cccc4ccccc34)c2O[C@H]1CN(C)CC1CC1	-1.6	37.9*	11.1	19.7	4.6	-6.4[16.7 µM]	-4.3	-26.2
O=C(CN1C(=O)NC2(CCCC2)C1=O)N1CCN(S(=O)(=O)c2ccccc2)CC1	-1.9	-2.0	-8.6	10.9	-21.8	2.9	0.1	.
CN(Cc1ccccc1)C(=O)C1CCN(S(=O)(=O)c2ccc(-n3cnnn3)cc2)CC1	4.6	3.2	6.2	6.8	-15.4	-8.2	-0.8	1.8
COc1cc(C)c(NC(=S)Nc2ccc(C)c(Cl)c2)cc1OC	.	.	.	17.0	-14.7	-8.0	3.8	-8.5
Cc1ccc(-c2nnc(C)c(N3CCCC3)n2)cc1	-3.8	0.9	-2.3	7.6	21.8	.	.	.
Cc1ccccc1-c1ccc([C@H]2[C@H]3CN(C(=O)NC4CCCC4)CCCCN3[C@H]2CO)cc1	1.1	0.1	-2.7	24.6	5.3	-11.5[16.7 µM]	-3.2	.
C[C@@H]1CCCCO[C@H](CN(C)C(=O)CCC(F)(F)F)[C@@H](C)CN([C@H](C)CO)C(=O)c2cc(NC(=O)c3ccccc3)ccc2O1	-0.2	-1.3	-5.4	0.1	-18.6	13.7[16.7 µM]	0.7	-8.1
CC1CCCCN1C(=O)CCC(=O)Nc1nnc(C(F)(F)F)s1 (configuration not stated)	.	1.9	-5.6	-13.1	-11.2	.	-4.0	-13.3
CCOC(=O)[C@]12CCCC=C1N(CCC1=CCCCC1)C(=O)[C@H](CC(=O)NCC1CCCCC1)C2	.	-2.0	0.4	-0.2	7.4	.	.	7.3
C[C@@H]1CN([C@@H](C)CO)C(=O)c2cc(NC(=O)Cn3cnnn3)ccc2O[C@@H]1CN(C)S(=O)(=O)c1cn(C)cn1	3.4	0.4	-0.8	.	-24.6	-4.2[16.7 µM]	-1.8	-2.0
CCOC(=O)c1cc(-c2ccccc2)nc2ccc(C)cc12	-5.7	-2.7	-3.8	-3.4	-8.9	-5.9	7.2	-21.5
CN(Cc1ccccc1)C(=O)c1ncn(Cc2ccccc2)c1C(=O)N(C)Cc1ccccc1	.	-1.8	4.2	23.4	1.7	-7.3	5.5	1.7
CO[C@@H]1CN(C)C(=O)c2ccc(NC(=O)C3CCCC3)cc2OC[C@H](C)N(CCC(F)(F)F)C[C@@H]1C	-1.3	-2.1	-1.9	.	11.2	5.6[16.7 µM]	-0.2	-7.2
O=C(Nc1cccc(Cl)c1)N[C@H]1CC[C@@H](CCNC(=O)C2CCCCC2)O[C@H]1CO	1.8	-2.9	-0.7	-11.9	-2.9	.	2.2	18.5

# Rewritten field by field: entries from further up.
SMILES: C[C@@H]1CCCCO[C@H](CN(C)C(=O)CCC(F)(F)F)[C@@H](C)CN([C@H](C)CO)C(=O)c2cc(NC(=O)c3ccccc3)ccc2O1
  PGC1a acetyl inh = -0.2 | Casp6 inh = -1.3 | EWS-Fli block = -5.4 | PAX8 inh HTS = 0.1 | LGR2 antag = -18.6 | miR122 inh = 13.7[16.7 µM] | Cneo AK release = 0.7 | FN deposition inh = -8.1

SMILES: CCN(C(=O)COC(=O)c1cc(OC)ccc1Br)C1CCS(=O)(=O)C1 (configuration not stated)
  PGC1a acetyl inh = 9.3 | Casp6 inh = 0.9 | EWS-Fli block = -4.9 | PAX8 inh HTS = -17.7 | LGR2 antag = 11.5 | miR122 inh = . | Cneo AK release = -11.9 | FN deposition inh = 1.1

# Other results follow.
mol	PGC1a acetyl inh	Casp6 inh	EWS-Fli block	PAX8 inh HTS	LGR2 antag	miR122 inh	Cneo AK release	FN deposition inh
CNC(=O)C[C@@H]1CC[C@H]2[C@H](COc3ccc(NC(=O)Cc4cccs4)cc3C(=O)N2C)O1	9.7	.	-11.4	0.9	-4.2	16.7[16.7 µM]	-9.1	-15.3
CC(C)c1ccc(/C=N\NC(=O)c2ccc(Cn3cccn3)o2)cc1	-5.6	0.3	-28.4	32.1	10.6	-1.0	-9.5	-0.8
C[C@H]1CN([C@@H](C)CO)S(=O)(=O)c2ccc(C3=CCCCC3)cc2O[C@H]1CN(C)Cc1ccncc1	-13.2	-0.4	8.7	.	0.8	-11.4[16.7 µM]	2.1	.
COc1ccc(-c2nnc(CSc3nc4ccccc4c(=O)n3C)o2)cc1OC	4.6	-1.5	10.3	.	-28.0	-3.8	.	.
COc1ccc(N(C)C(=O)c2cc3c(s2)-c2c(C)cccc2OC3)c(OC)c1	-7.4	-0.9	6.3	5.9	2.6	7.0	1.7	-9.4
Cc1ccccc1NC(=O)Cc1nnc(SCC(=O)N2CCOCC2)n1C	.	-0.4	.	2.9	-21.5	19.8	-1.3	.
O=C(c1ccc([N+](=O)[O-])cc1)N1CCN(c2ncccn2)CC1	.	2.3	9.4	-5.2	-3.6	-1.6	-1.3	-6.1
CC(NC(=O)CCC(=O)NC(C)c1ccccc1)c1ccccc1 (configuration not stated)	.	2.5	4.1	-23.3	.	.	-0.8	-12.6
CC(=C1C(=O)c2ccccc2C1=O)N1CCN(CCN=CC2=C(O)CC(C)(C)CC2=O)CC1	.	7.2	3.7	27.4	-27.9	.	.	5.1
COC(=O)C1=C(C)N(c2ccc(C)c(C)c2)/C(=C/c2ccc(O)cc2)C1=O	2.8	-0.7	5.8	18.2	11.8	-16.0	.	4.4
O=C(O)c1ccc2c(c1)C(=O)N(c1nccs1)C2=O	6.8	2.9	0.7	17.8	-1.2	.	.	2.8
N=c1c(S(=O)(=O)c2ccc(Br)cc2)cc2c(=O)n3ccccc3nc2n1Cc1ccccc1	3.5	0.7	-4.3	-17.0	3.3	-6.6	3.0	-11.0
CCCNC(=O)Nc1ccc2c(c1)C(=O)N(C)C[C@H](OC)[C@H](C)CN(Cc1cncnc1)[C@@H](C)CO2	-1.6	-1.8	-1.1	.	3.7	-2.1[16.7 µM]	1.6	-4.3
COc1ccc(-n2c(SCC(=O)Nc3nccs3)nc3c(c2=O)SCC3)cc1	-5.2	0.2	-5.6	-7.0	0.3	-3.0	-1.2	8.6
CCOC(=O)c1c(S(=O)(=O)NCC(C)c2ccccc2)c(C)n(C)c1C (configuration not stated)	-21.6	1.1	.	-3.3	-1.7	57.8	-2.4	13.1
C/C(Cc1ccccc1)=N\NC(=O)CNC(=O)c1ccccc1Cl	5.7	1.3	10.2	-12.4	-1.1	-0.2	-0.1	4.2
N#Cc1ccccc1N=Cc1ccc(Br)cc1	-2.8	.	.	7.5	-2.5	2.3	-1.3	14.2
C[C@@H]1CCCCO[C@@H](CN(C)C(=O)Nc2ccc(F)cc2)[C@H](C)CN([C@H](C)CO)C(=O)c2cc(NS(=O)(=O)c3ccccc3)ccc2O1	0.9	1.3	14.3	27.2	-9.5	-3.6[16.7 µM]	-1.2	.
Cc1ccc(NC(=O)CN2C(=O)N/C(=C/c3cc(C)n(-c4cccc(C(=O)O)c4)c3C)C2=O)cc1	17.2	71.8*	8.2	6.5	3.6	.	.	22.4
CC(C)NS(=O)(=O)c1ccc(CCC(=O)Nc2ccc3c(c2)OCCO3)cc1	.	2.0	-0.5	4.7	.	.	.	-2.2

# (more compounds)
mol	PGC1a acetyl inh	Casp6 inh	EWS-Fli block	PAX8 inh HTS	LGR2 antag	miR122 inh	Cneo AK release	FN deposition inh
CC(=O)Nc1ccccc1/C=C/c1ccc2c(C)cc(C)c(O)c2n1	.	-0.3	-12.5	15.3	4.9	.	.	3.0
O=C(C[C@@H]1C[C@@H]2c3cc(NC(=O)c4ccc5c(c4)OCO5)ccc3O[C@@H]2[C@@H](CO)O1)NCC1CC1	-3.6	-3.8	-11.1	-8.9	1.8	-4.1[16.7 µM]	1.4	4.0
CNc1nc(-c2c(C)n(C)c3ccc(OC)cc23)cs1	5.8	5.8	22.2	2.2	-8.5	-4.4	1.1	-4.3
COC(=O)c1cc(C(=O)c2ccccc2)n2c(=O)/c(=C\N(C)C)sc12	.	-6.4	11.0	8.0	-2.0	.	.	8.4
N#Cc1ccccc1S(=O)(=O)N1CCN(C(=O)[C@@H]2CCCN2C(=O)c2cccs2)CC1	-7.3	1.3	2.5	3.5	12.2	-5.4	2.7	10.3
CCn1nc(C)c(NC(=O)/C=C/c2ccc(OC)c(COc3ccc(Cl)cc3Br)c2)c1C	.	.	.	-5.1	.	-4.7	4.6	0.1
C[C@@H]1CN([C@@H](C)CO)C(=O)c2cc(NC(=O)Cn3cnnn3)ccc2O[C@H]1CN(C)S(C)(=O)=O	-4.0	2.5	-0.7	.	0.3	-7.4[16.7 µM]	-1.4	.
C=CCNC(=S)/N=c1/scc(C)n1C	.	1.0	-20.0	-17.3	-2.2	.	.	-4.2
Cc1cc(=O)n(CC(=O)Nc2cc(Cl)ccc2C)c(C(C)C)n1	.	-3.7	-0.1	13.2	13.7	.	.	1.5
Cn1c(CNC(=O)CCNC(=O)c2cccc(F)c2)cc(=O)n(C)c1=O	.	-10.5	.	-5.1	-7.4	.	-1.1	2.0
CN1CCN(CC(=O)NC23CC4CC(CC(C4)C2)C3)CC1	4.1	-1.7	-5.3	1.8	9.5	-2.6	.	-5.1
Cc1noc(/C=C/c2ccccn2)c1[N+](=O)[O-]	12.0	-2.5	40.4	37.4	34.4	2.4	-4.8	8.8
COc1ccc(Br)cc1S(=O)(=O)N1CCOCC1	1.7	.	.	.	-5.9	1.7	2.3	.
C/C=C/c1ccc([C@@H]2[C@@H](CO)N3C(=O)CN(C(=O)c4ccncc4)C[C@H]23)cc1	5.3	0.4	-11.2	.	-11.9	.	.	2.1
O=[N+]([O-])c1cccc(-c2nn(-c3ccccc3)cc2CO)c1	.	-2.5	-12.7	-23.5	-20.6	.	.	8.0
c1ccc2c(c1)nc1n2CCN1CCN1CCCC1	7.9	-9.8	-10.9	7.4	-2.1	-7.5	3.7	2.5
Cc1cc(C)cc(Cn2cc(CN3CC(N4CCN(Cc5ccccc5F)CC4)CS3(=O)=O)nn2)c1 (configuration not stated)	.	1.8	7.2	9.8	-9.2	.	.	4.9
CC(C)CCNC(=O)c1cc(-c2ccco2)nc2ccccc12	3.8	.	.	-3.9	.	-2.4	-2.1	7.3
CCCCc1ccc(NC(=S)Nc2cccnc2)cc1	.	1.4	-19.3	-3.5	.	.	.	9.7

# Compound activity (PubChem BioAssay)
